# Assay outcomes deposited in PubChem by NCI.
# Growth percent in the NCI-60 one-dose screen (48 h, 10 µM unless noted): 100 = growth as untreated, 0 = no growth, -100 = all killed.
# HS 578T – HS 578T breast cancer | 78,000 compounds, 4.1% hits
# UACC-257 – UACC-257 melanoma; 78,000 compounds, 4.4% hits; AID 1794764
# MALME-3M – MALME-3M melanoma; 78,000 compounds, 5.8% hits
# LOX IMVI – LOX IMVI melanoma. 79,000 compounds, 7.4% hits
# SK-MEL-28 – SK-MEL-28 melanoma. AID 1794761. 81,000 compounds, 4.1% hits
# SK-MEL-2 – SK-MEL-2 melanoma; 77,000 compounds, 4.7% hits; AID 1794763
# SK-MEL-5 – SK-MEL-5 melanoma. 80,000 compounds, 6.4% hits. AID 1794755
# UACC-62 – UACC-62 melanoma | 81,000 compounds, 5.4% hits | AID 1794756
# * hit, by the source's call; · = no result given; & = joins results of further samples; [ ] = another dose, or the depositor's remark. The calls were made as follows: active = growth percent below 10; inactive = the rest.
# Start of the data: the first 4 records, ahead of the listing:
SMILES,HS 578T,UACC-257,MALME-3M,LOX IMVI,SK-MEL-28,SK-MEL-2,SK-MEL-5,UACC-62
COc1ccc(C2=NN(c3ccccc3)C(c3ccc(OCc4ccccc4)c(OC)c3)C2)cc1OC (configuration not stated),94.1,90.9,99.1,104.8,104.0,86.5,·,85.1
CCOc1ccc2nc(N)sc2c1,103.2,112.9,98.6,96.7,99.5,110.3,103.8,87.8
Cc1ccc(C(=O)c2ccc(CC(=O)NNC(=O)Nc3ccc(Cl)c(C(F)(F)F)c3)n2C)cc1,88.1,77.1,93.6,89.5,110.3,102.5,77.7,80.3
Cc1nn(-c2ccccc2)cc1/C=C(\C#N)C(=O)Nc1sc2c(c1C#N)CCCC2,104.6,103.2,104.5,93.9,102.0,·,89.3,100.1

# This part in full, from the first entry:
SMILES,HS 578T,UACC-257,MALME-3M,LOX IMVI,SK-MEL-28,SK-MEL-2,SK-MEL-5,UACC-62
COc1ccc(C2=NN(c3ccccc3)C(c3ccc(OCc4ccccc4)c(OC)c3)C2)cc1OC (configuration not stated),94.1,90.9,99.1,104.8,104.0,86.5,·,85.1
CCOc1ccc2nc(N)sc2c1,103.2,112.9,98.6,96.7,99.5,110.3,103.8,87.8
Cc1ccc(C(=O)c2ccc(CC(=O)NNC(=O)Nc3ccc(Cl)c(C(F)(F)F)c3)n2C)cc1,88.1,77.1,93.6,89.5,110.3,102.5,77.7,80.3
Cc1nn(-c2ccccc2)cc1/C=C(\C#N)C(=O)Nc1sc2c(c1C#N)CCCC2,104.6,103.2,104.5,93.9,102.0,·,89.3,100.1
COc1cc(NC(=O)OCc2ccccc2)c2ncccc2c1,96.5,88.0,91.3,106.1,116.4,136.7,106.0,89.9
CCCCCCCCN(CCCCCCCC)CC(O)c1cc(-c2ccccc2)nc2ccc(OC)cc12 (configuration not stated),99.1,83.2,91.3,21.0,100.5,78.1,46.5,52.5
Clc1ccc(OCc2nnc(-c3ccc(Oc4ccccc4)cc3)o2)c(Cl)c1,95.0,108.8,85.8,99.5,115.6,96.5,98.9,94.1
Cc1ccc2nc(NC(=O)CSc3nc(N/N=C/c4ccc(Cl)cc4)c(C#N)c(-c4ccccc4)n3)sc2c1,91.7,102.7,98.6,98.2,102.3,108.4,92.7,77.5
CCN(CC)CCOc1ccc(C=O)cc1,105.2,97.7,100.4,99.4,108.2,85.6,100.6,109.5
COc1ccc(C(C#N)CC(=O)c2ccc(OCc3ccccc3)c(OC)c2)cc1OC (configuration not stated),99.2,92.7,94.8,91.5,108.8,105.0,79.6,83.7
NC(=S)N/N=C/c1ccc(F)cc1,106.2,105.9,114.8,100.6,111.1,·,102.9,92.7
COc1ccc2cc(C(C)C(=O)Nc3ccc(S(N)(=O)=O)cc3)ccc2c1 (configuration not stated),106.8,·,105.7,91.1,107.5,99.7,102.2,102.7
C/C(=N\NC(N)=O)c1nnn(-c2ccc(S(N)(=O)=O)cc2)c1C,102.3,100.6,102.1,97.2,108.1,100.7,103.4,100.6
COc1cccc(OC)c1/C=C(\C#N)C(=O)Nc1cc(-c2ccccc2)nn1-c1ccccc1,94.9,98.2,106.9,98.6,99.6,95.5,99.3,73.1
O=C(Cl)c1ccccc1C(=O)Cl,101.5,105.2,94.8,110.3,108.3,127.6,112.4,100.0
CN(C)c1ccc(/C=C/c2c(F)cccc2Cl)cn1,101.8&81.1,107.9&94.4,87.7&76.8,88.1&85.0,84.9&107.1,89.3,90.4&76.3,73.1&91.6
O=C(O)CCc1nc(-c2ccccc2)c(-c2ccccc2)o1,113.3,101.8,95.6,94.3,104.6,94.9,93.1,99.3
O=C(Cc1c[nH]c2ccccc12)NC1=Nc2ccccc2C(=O)NN1,·,104.3,95.9,93.5,105.9,103.8,100.2,95.4
COC(=O)C1(C(=O)Nc2ccc([N+](=O)[O-])cc2)CCCO1 (configuration not stated),113.3,101.6,107.8,105.1,110.2,113.3,102.2,99.2
O=c1c(N2CCOCC2)c(N2CCOCC2)c1=O,103.8,97.8,110.3,95.4,107.5,96.4,100.2,111.2
Nc1nc(SCc2cccnc2)c2[nH]cnc2n1,100.2,124.7,·,94.8,119.5,·,103.5,89.0
O=C(CN1C(=O)S/C(=C\C(Cl)=C\c2ccccc2)C1=O)Nc1cccc2nonc12,84.6,82.5,72.0,69.3,89.6,92.9,86.1,71.0
c1ccc(CSc2nnc(-c3ccc(-c4nc5ccccc5[nH]4)cc3)o2)cc1,84.9,111.5,82.7,86.6,94.7,103.5,88.0,83.9
C[C@]12O[C@H]1[C@H](O)c1c(cc(O)c3c1C(=O)c1cccc(O)c1-3)C2=O,93.9,89.0,100.3,87.8,107.2,99.3,97.7,88.2
CCOC(=O)c1[nH]c2c(c1C)-c1[nH]c(=O)c(S(=O)(=O)c3ccccc3)cc1SC2,28.1[100 µM],66.8[100 µM],4.3*[100 µM],50.0[100 µM],20.7[100 µM],56.4[100 µM],35.9[100 µM],21.2[100 µM]

# (list continues)
SMILES,HS 578T,UACC-257,MALME-3M,LOX IMVI,SK-MEL-28,SK-MEL-2,SK-MEL-5,UACC-62
O=c1[nH]c2ccccc2nc1/C(Cl)=C/c1ccc(Cl)cc1,116.6,104.2,103.6,84.0,108.4,109.1,102.7,97.8
CCCCCCCC(=O)Oc1ccc2c(c1)OCO2,102.6,96.2,111.7,101.1,99.5,87.5,96.5,101.9
COc1cccc(NC(=O)c2ccc(C(=O)Nc3cccc(OC)c3)cc2)c1,109.6,104.2,146.0,94.8,117.4,48.5,110.6,86.4
CC1N=C(SCC(=O)c2ccc(Cl)cc2)N2C(C)N=C(SCC(=O)c3ccc(Cl)cc3)N12 (configuration not stated),104.6,100.3,89.4,104.6,104.9,·,100.7,101.3
COc1cc(/C=C/C(=O)c2ccc(C)cc2)ccc1Oc1nc(Nc2ccc(F)cc2)nc(N(C)C)n1,41.7,41.3,69.0,·,73.4,44.9,30.5,42.1
NC(=O)c1cccc(C#CCNC[C@H]2C[C@@H](n3ccc4c(Cl)ncnc43)[C@H](O)[C@@H]2O)c1,100.7,98.2,·,100.7,102.5,103.9,100.6,96.1
Clc1ccc2c(c1)C(Br)c1cc(Cl)cc(Cl)c1-2 (configuration not stated),65.1,·,45.1,4.3*,112.2,95.5,51.2,66.1
CC(=O)c1cc(C(=O)c2ccc3c(c2)Sc2ccccc2N3)c2cccc(C)n12,96.2,110.5,84.2,86.9,97.7,·,90.1,110.0
COc1ccc(C=NCCN=Cc2ccc(OC)cc2OC)c(OC)c1,100.9,89.6,96.7,97.2,103.8,106.9,102.6,85.9
Cc1ccc(C2(O)CCN(Cc3ccccc3)CC2)cc1,117.0,115.8,112.3,93.3,109.2,107.2,109.7,109.6
CCOC(=O)c1ccc(NC(=S)NC(=O)c2ccc(Br)cc2)cc1,80.0,86.0,87.0,92.4,101.2,88.4,94.6,83.2
COc1cc(/C=N/N2CCCCCC2)cc(I)c1O,124.3,102.8,102.0,87.0,104.0,106.7,102.5,94.1
Cc1ccc(S(=O)(=O)/C(=C\c2ccc(Cl)cc2)C(=O)c2ccc(-c3ccccc3)cc2)cc1,119.5,109.0,101.0,113.8,104.8,·,105.7,123.2
CC[N+](C)(C)c1ncnc2nc[nH]c12,·,96.2,88.8,89.5,104.6,130.5,106.0,101.9
CC(Br)C(Br)CO (configuration not stated),106.1,95.1,90.6,97.3,97.8,114.2,103.2,101.5
Cc1ccc(S(=O)(=O)C/C(=N\Nc2ccccc2)c2cc3ccccc3oc2=O)cc1,95.8,106.8,98.3,92.5,101.0,113.4,96.4,69.6
O=S(=O)(/N=c1/n(-c2ccccc2)nc2n1CCN2C1=NCCN1)c1ccc(-c2ccccc2)cc1,93.4,102.9,111.6,93.0,105.4,115.2,90.6,109.3
COc1cc(C2CC(=O)Nc3c2ncn3-c2ccc(Cl)cc2)cc(OC)c1OC (configuration not stated),87.8,·,103.7,96.6,101.5,96.4,96.6,100.2
Cc1cc2c(cc1C)NC(=O)C(C)CN2 (configuration not stated),104.5,98.4,101.2,96.2,106.2,113.7,92.3,94.1
COc1ccc(C(=O)/C=C/c2ccc(C)cc2)cc1S(=O)(=O)NNC(=O)c1ccncc1,100.9,104.5,112.1,100.4,107.9,104.5,102.3,103.3
CC(=O)Oc1c2ccccc2c(OC(C)=O)c2ccccc12,110.5,109.4,191.8,98.2,122.6,104.1,105.5,93.4
c1ccc(-c2c[nH]c(-c3ccccc3)c2)cc1,99.2&92.3,107.3&97.1,99.8&87.8,96.7&95.8,107.8&104.0,103.5&93.7,103.4&98.6,88.0&95.2
O=C(COc1ccc(NC(=O)Nc2ccc(Cl)c(Cl)c2)cc1)N=Nc1c(O)[nH]c2ccccc12,-9.2*,-44.5*,-79.3*,·,-90.4*,-41.9*,25.2,-56.5*
Nc1nc(Nc2ccccc2SSc2ccccc2Nc2nc(N)nc(-c3ccc4ccccc4c3)n2)nc(-c2ccc3ccccc3c2)n1,86.2,112.2,93.1,-70.7*,101.6,99.4,92.3,85.0
CCCCCC/C=N\NC(N)=S,78.6,82.3,84.8,85.0,100.1,99.1,99.4,97.2

# As entered above.
# `NC(=O)c1cccc(C#CCNC[C@H]2C[C@@H](n3ccc4c(Cl)ncnc43)[C@H](O)[C@@H]2O)c1` | SK-MEL-5 = 100.6
# `COc1cc(/C=C/C(=O)c2ccc(C)cc2)ccc1Oc1nc(Nc2ccc(F)cc2)nc(N(C)C)n1` | UACC-257 = 41.3
# `CC(=O)c1cc(C(=O)c2ccc3c(c2)Sc2ccccc2N3)c2cccc(C)n12` | SK-MEL-5 = 90.1
# `Cc1ccc(C2(O)CCN(Cc3ccccc3)CC2)cc1` | LOX IMVI = 93.3
# `CC(Br)C(Br)CO` (configuration not stated) | HS 578T = 106.1
# `COc1cc(/C=N/N2CCCCCC2)cc(I)c1O` | SK-MEL-5 = 102.5

# Further entries follow.
SMILES,HS 578T,UACC-257,MALME-3M,LOX IMVI,SK-MEL-28,SK-MEL-2,SK-MEL-5,UACC-62
O=C1CSC(=S)N1/N=C/c1c(F)cccc1Cl,93.0,98.5,103.4,90.7,108.2,100.5,97.2,87.2
CCOC(=O)CSc1nnc(-c2cc3c([nH]c4ccccc43)c(-c3cccc(O)c3)n2)n1-c1ccc(Br)cc1,97.4,106.8,104.6,76.3,88.9,92.5,94.7,94.3
C=CC(=O)OCC1CCCO1 (configuration not stated),97.4,86.1,99.4,98.1,109.1,89.5,98.0,99.5
CCOC(=O)C1(c2ccccc2)CCOC1=O (configuration not stated),118.6,101.4,96.2,105.7,97.7,95.8,102.9,102.2
CCCCC(CC)COC(C)OCc1cccc(OC)c1OC (configuration not stated),100.2,100.2,97.7,102.0,92.9,104.6,95.0,93.4
Nc1ccc(-c2ccc3ncnc(N4CCc5cc(F)c(Cl)cc54)c3c2)cn1,-15.8*,43.1,3.7*,18.7,41.4,29.0,16.6,15.0
CC1CN(Cc2ccco2)C(=S)N(c2ccccc2)C1=O (configuration not stated),101.4,·,97.8,94.1,102.0,108.0,100.1,93.2
Cc1ccc(C(CC(=O)O)c2c(C)[nH][nH]c2=O)cc1 (configuration not stated),109.4,103.6,99.4,95.5,109.9,112.8,101.6,96.1
Nc1nc(-c2ccccc2Cl)cc(-c2cc3ccccc3oc2=O)n1,85.1,114.6,79.6,94.8,109.9,·,92.2,79.0
CCOC(=O)C(/C=N\C(=S)Nc1ccc(OCC)cc1)=C(/O)c1ccccc1,95.7,100.0,93.6,95.4,107.4,110.5,102.7,99.7

# Compounds as they come; overall some 11% were active at least once.
